Assay outcomes: PubChem BioAssay, several laboratories
sdo1 growth: compounds rescuing growth of sdo1-depleted yeast, bone marrow failure model. AID 817. hit rate 0.21% among 140,000. S. cerevisiae sdo1-depleted JHY4D growth rescue, OD600 30 h; active compounds read high; pdr5 snq2 efflux-pump mutant strain. z-score at 10 µM;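 active = z-score above 3 at both the 24 hr and the 30 hr optical density reads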;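 note: z-score against mean and SD of all compound wells on the same plate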
Insulin prom inh: TRM-6 insulin promoter activity inhibition; TRM-6 cells (human fetal islet line), insulin promoter-eGFP reporter, imaging; reporter expression induced with tamoxifen; hit rate 0.9% among 130,000; inhibition, % at 2 µM;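 active = inhibition above the mean plus 3 SD, with well images judged a real hit on visual review, cut at about 60% in these data, passing the limit was not always enough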
sdo1 growth Rescue 24 h: recorded beside sdo1 growth, whose call it bears; z-score; S. cerevisiae sdo1-depleted JHY4D growth rescue, OD600; measured here: growth rescue at 24 h;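 0 is the plate mean of compound wells and units are plate SD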
An asterisk follows results filed as active.

How did CCOC(=O)C1CCCN(c2ccc(NC(=O)c3snc4c(=O)[nH]cnc34)cc2)C1 (stereo not drawn) do in these assays?
sdo1 growth: -0.24; Insulin prom inh: -71; sdo1 growth Rescue 24 h: 0.15

How did CCCCCCn1nc(C(=O)Nc2nc3c(s2)CCCC3)c2ccccc2c1=O do in these assays?
sdo1 growth: 0.53; sdo1 growth Rescue 24 h: 0.85

How did CCCn1c(SCC(=O)Nc2ccccc2CC)nnc1C(C)C do in these assays?
sdo1 growth: -0.82; Insulin prom inh: -50; sdo1 growth Rescue 24 h: -0.76

How did CCOC(=O)c1c2n(c3c(NCc4ccccc4)ncnc13)CCCC2 do in these assays?
sdo1 growth: 0.09; sdo1 growth Rescue 24 h: -0.21

Results for COc1cc(/C=C/C(=O)OCC(=O)Nc2ccc(C)c(S(=O)(=O)N3CCCCC3)c2)ccc1O ?
sdo1 growth: 0.07; Insulin prom inh: -3; sdo1 growth Rescue 24 h: 0.15

How did CC(=O)Nc1ccc(S(=O)(=O)Nc2nc3ccc([N+](=O)[O-])cc3s2)cc1 do in these assays?
Insulin prom inh: 27

Results for COc1ccc2[nH]c(O)c(N=O)c2c1 ?
sdo1 growth: 0.41; Insulin prom inh: 23; sdo1 growth Rescue 24 h: -0.32

What do the screens show for `O=C(NCc1ccc2c(c1)OCO2)C1CCCN(S(=O)(=O)c2cccc3nonc23)C1` (stereo not drawn)?
sdo1 growth: 0.24; Insulin prom inh: -3; sdo1 growth Rescue 24 h: 0.39

Results for O=C(COc1ccc(Br)cc1Cl)NC1CCCCC1 ?
sdo1 growth: -1.7; Insulin prom inh: -58; sdo1 growth Rescue 24 h: -1.2

What do the screens show for `CCOc1ccccc1N1CCN(CC(=O)Nc2nnc(CC)s2)CC1`?
sdo1 growth: -0.25; Insulin prom inh: -357; sdo1 growth Rescue 24 h: -0.8

How did COc1ccc(S(=O)(=O)N(Cc2nc3ccccc3c(=O)[nH]2)C2CCCC2)cc1 do in these assays?
sdo1 growth: -1.5; Insulin prom inh: -87; sdo1 growth Rescue 24 h: -1.3

What do the screens show for `COC(=O)C1=C(C)NC(=O)CC1c1cc(Br)ccc1F` (stereo not drawn)?
sdo1 growth: 0.04; Insulin prom inh: -24; sdo1 growth Rescue 24 h: -0.47

How did O=C(Nc1cnc2sc3c(n2c1=O)CCCC3)c1ccc(F)cc1 do in these assays?
sdo1 growth: -1.3; sdo1 growth Rescue 24 h: -1.1

Results for O=C(CSc1nnc(CNc2ccccc2)o1)N1CCN(C(=O)c2ccco2)CC1 ?
sdo1 growth: 0.63; Insulin prom inh: -48; sdo1 growth Rescue 24 h: -0.11

Results for Cc1cc(C)n(-c2nnc(C)n2/N=C/c2cc(Br)ccc2OCc2ccccc2)n1 ?
sdo1 growth: -1.4; Insulin prom inh: -36; sdo1 growth Rescue 24 h: -0.7

Results for O=C(Nc1nnc(C2CC2)s1)c1ccc(Cl)c(S(=O)(=O)N2CCc3ccccc3C2)c1 ?
sdo1 growth: 0.06; Insulin prom inh: 60*; sdo1 growth Rescue 24 h: 1.2

How did CCOP(=O)(O)c1ccccc1OCCOc1ccccc1P(=O)(O)OCC do in these assays?
sdo1 growth: -0.24; Insulin prom inh: -23; sdo1 growth Rescue 24 h: -1.1

What do the screens show for `CCCCN1C(=O)C(NC(C)=O)c2ccccc21` (stereo not drawn)?
sdo1 growth: 0.59; Insulin prom inh: 21; sdo1 growth Rescue 24 h: 0.15

Results for CC(C)N(C(=O)CSc1nc2ccccc2n1-c1ccccc1)C(C)C ?
sdo1 growth: -1.3; Insulin prom inh: -64; sdo1 growth Rescue 24 h: -1.2

What do the screens show for `CCN1CCN(C(=S)c2ccc(SC)cc2)CC1`?
sdo1 growth: 0.13; Insulin prom inh: -6; sdo1 growth Rescue 24 h: -0.86

Some of these compounds in order of formula weight, ascending:
What do the screens show for `CCCCN1C(=O)C(NC(C)=O)c2ccccc21` (stereo not drawn)?
sdo1 growth: 0.59; Insulin prom inh: 21; sdo1 growth Rescue 24 h: 0.15

What do the screens show for `CCN1CCN(C(=S)c2ccc(SC)cc2)CC1`?
sdo1 growth: 0.13; Insulin prom inh: -6; sdo1 growth Rescue 24 h: -0.86

How did O=C(Nc1cnc2sc3c(n2c1=O)CCCC3)c1ccc(F)cc1 do in these assays?
sdo1 growth: -1.3; sdo1 growth Rescue 24 h: -1.1

How did CCCn1c(SCC(=O)Nc2ccccc2CC)nnc1C(C)C do in these assays?
sdo1 growth: -0.82; Insulin prom inh: -50; sdo1 growth Rescue 24 h: -0.76

How did CCCCCCn1nc(C(=O)Nc2nc3c(s2)CCCC3)c2ccccc2c1=O do in these assays?
sdo1 growth: 0.53; sdo1 growth Rescue 24 h: 0.85

How did CCOP(=O)(O)c1ccccc1OCCOc1ccccc1P(=O)(O)OCC do in these assays?
sdo1 growth: -0.24; Insulin prom inh: -23; sdo1 growth Rescue 24 h: -1.1

What do the screens show for `O=C(NCc1ccc2c(c1)OCO2)C1CCCN(S(=O)(=O)c2cccc3nonc23)C1` (stereo not drawn)?
sdo1 growth: 0.24; Insulin prom inh: -3; sdo1 growth Rescue 24 h: 0.39

The list goes on:
What do the screens show for `Cc1ccc(NC(=O)c2cccs2)cc1NC(=O)c1ccco1`?
sdo1 growth: 0.69; Insulin prom inh: 0; sdo1 growth Rescue 24 h: 0.08

What do the screens show for `COc1cccc(OC)c1C(=O)Nc1c(C)n(C)n(-c2ccccc2)c1=O`?
sdo1 growth: 0.15; sdo1 growth Rescue 24 h: 0.05

What do the screens show for `O=C(CN1CCN(c2ccc(Cl)cc2)CC1)Nc1ccc(F)c(F)c1`?
sdo1 growth: -0.26; Insulin prom inh: 50; sdo1 growth Rescue 24 h: 0.59

Results for COc1ccc(C)cc1S(=O)(=O)N(C)CC(=O)NC1CC1 ?
sdo1 growth: 0.46; Insulin prom inh: -11; sdo1 growth Rescue 24 h: 0.42

Results for Cc1ccc(NC(=O)CCC(=O)NNC(=O)c2cccs2)c(C)c1 ?
sdo1 growth: -0.01; Insulin prom inh: 4; sdo1 growth Rescue 24 h: -0.32

What do the screens show for `CCOc1ccc(-n2nc3c(=S)[nH]nc(C)c3c2C)cc1`?
sdo1 growth: 0.16; Insulin prom inh: 15; sdo1 growth Rescue 24 h: -0.18

How did CC1(C)Cc2ccccc2C(N/N=C/c2ccc(Cl)cc2)=N1 do in these assays?
sdo1 growth: -0.48; sdo1 growth Rescue 24 h: -0.74

What do the screens show for `Cc1ccc(N(C)C(=O)N2CCN(S(=O)(=O)c3ccc(C)c(C)c3)CC2)cc1`?
sdo1 growth: -0.83; Insulin prom inh: -8; sdo1 growth Rescue 24 h: -0.75

What do the screens show for `CCCCNC(=S)Nc1ccc(Cl)cc1`?
sdo1 growth: -0.59; Insulin prom inh: 24; sdo1 growth Rescue 24 h: -0.56

Results for O=C(Nc1ccccc1OC(=O)c1ccc(Cl)cc1)c1ccc(Cl)cc1 ?
sdo1 growth: -0.41; sdo1 growth Rescue 24 h: 0.38

Results for CCc1cc2c(=O)nc3n(c2s1)Cc1ccccc1/C3=C(/O)c1ccc(F)cc1 ?
sdo1 growth: -0.84; Insulin prom inh: -38; sdo1 growth Rescue 24 h: -0.31

Results for CCNS(=O)(=O)c1ccc2c(c1)NCC2 ?
sdo1 growth: 1.2; sdo1 growth Rescue 24 h: 1.6

Results for CCc1c(C)sc(NC(=O)C2CCCO2)c1C#N (stereo not drawn) ?
sdo1 growth: 0.94; Insulin prom inh: -43; sdo1 growth Rescue 24 h: 0.24

Results for COc1ccc(CCNC(=O)c2c(O)c3cccc4c3n(c2=O)CC4)cc1 ?
sdo1 growth: -1.5; Insulin prom inh: 40; sdo1 growth Rescue 24 h: -1

How did N#Cc1ccc(C(=O)Nc2cc(S(=O)(=O)N3CCCC3)ccc2OCC(F)(F)F)cc1 do in these assays?
sdo1 growth: 0.24; Insulin prom inh: 41; sdo1 growth Rescue 24 h: 0.09

What do the screens show for `O=C(COc1ccccc1)NCC(=O)NC1=NCCS1`?
sdo1 growth: 0.59; sdo1 growth Rescue 24 h: 0.47

What do the screens show for `O=C(CCS(=O)(=O)c1cccc2nonc12)N1CCOCC1`?
sdo1 growth: 0.43; sdo1 growth Rescue 24 h: 0.39

Results for O=S(=O)(Nc1nc2ccc(S(=O)(=O)N3CCCCC3)cc2s1)c1ccccc1 ?
sdo1 growth: 0.99; Insulin prom inh: 29; sdo1 growth Rescue 24 h: 0.55

Results for CC1CCN(C(=S)c2ccc(O)cc2)CC1 ?
sdo1 growth: 1.7; Insulin prom inh: -34; sdo1 growth Rescue 24 h: 0.88

How did O=C(O)CCC(=O)NC1CCCCC1NC(=O)CCC(=O)O (stereo not drawn) do in these assays?
Insulin prom inh: -6

What do the screens show for `Cc1ccc(NC(=O)c2ccccc2CCc2ccccc2)c(C)c1`?
sdo1 growth: -0.56; sdo1 growth Rescue 24 h: 1.3

Results for COc1ccccc1-n1c(SCC(=O)NCc2ccc3c(c2)OCO3)nc2cc([N+](=O)[O-])ccc21 ?
sdo1 growth: -0.73; Insulin prom inh: -60; sdo1 growth Rescue 24 h: -0.01

Results for O=[N+]([O-])c1ccc(N2N=C(c3ccco3)CC2c2ccccc2)cc1 (stereo not drawn) ?
sdo1 growth: -0.76; Insulin prom inh: -106; sdo1 growth Rescue 24 h: -0.61

What do the screens show for `Cc1ccc(C(=O)NC2CCCc3ccccc32)o1` (stereo not drawn)?
sdo1 growth: -1.1; Insulin prom inh: -29; sdo1 growth Rescue 24 h: -1.4

Results for CCOc1ccc(OCC)c(NC(=O)CCn2cccc2)c1 ?
sdo1 growth: -1.1; Insulin prom inh: 0; sdo1 growth Rescue 24 h: 0.29

How did CC(=O)C1=C(O)C(=O)N(Cc2cccnc2)C1c1ccc(Cl)cc1Cl (stereo not drawn) do in these assays?
sdo1 growth: -0.11; Insulin prom inh: -127; sdo1 growth Rescue 24 h: 0.06

What do the screens show for `O=C(NCc1cccc2ccccc12)Nc1ccccc1`?
Insulin prom inh: -47

How did CSC1=NCCN1C(=O)c1cccs1 do in these assays?
sdo1 growth: -0.81; sdo1 growth Rescue 24 h: -1.5

How did Cc1ccc(-c2nn3c(C)nnc3c3ccccc23)cc1S(=O)(=O)NCc1ccccc1 do in these assays?
sdo1 growth: 0.16; Insulin prom inh: 20; sdo1 growth Rescue 24 h: -0.08

What do the screens show for `CS(=O)(=O)N1CCC(C(=O)NCc2ccncc2)CC1`?
sdo1 growth: 0.16; Insulin prom inh: -6; sdo1 growth Rescue 24 h: -0.4

How did CC(C)Nc1c(N)c(=O)oc2ccccc12 do in these assays?
sdo1 growth: 0.41; Insulin prom inh: 37; sdo1 growth Rescue 24 h: 0.43

What do the screens show for `C=C1C(=O)C=C2CN(C(=O)c3ccccc3)[C@@](Cc3ccc(F)cc3)(C(=O)OC)[C@@H]12`?
sdo1 growth: -1.4; Insulin prom inh: -400; sdo1 growth Rescue 24 h: -0.71

What do the screens show for `CC1CCN(CCCNC(=O)C2CC(=O)N(C3CCCCCC3)C2)CC1` (stereo not drawn)?
sdo1 growth: 0.3; Insulin prom inh: 23; sdo1 growth Rescue 24 h: 0.67

Results for COc1ccccc1/C=C/C=N/NC(=O)CN1CCN(S(=O)(=O)c2ccc(C)cc2)CC1 ?
sdo1 growth: 0.77; sdo1 growth Rescue 24 h: 0.43

How did COc1cc(OC)c(N2CC34C=CC(O3)C(C(=O)O)C4C2=O)cc1Cl (stereo not drawn) do in these assays?
sdo1 growth: 0.8; sdo1 growth Rescue 24 h: 2.7

How did Cc1ccc2c(CC(=O)NCc3ccc4c(c3)OCO4)coc2c1 do in these assays?
sdo1 growth: -1.5; Insulin prom inh: 0; sdo1 growth Rescue 24 h: -1.4

What do the screens show for `Cc1ccc(/C=C(/C#N)C(=O)NC(=O)Oc2ccccc2)cc1`?
sdo1 growth: 0.51; Insulin prom inh: 4; sdo1 growth Rescue 24 h: 0.54

Results for O=C(CSc1nc2ccccc2s1)NNC(=S)Nc1ccccc1 ?
sdo1 growth: 0.57; Insulin prom inh: 3; sdo1 growth Rescue 24 h: 1

How did Fc1ccccc1CSc1nnc(-c2cccs2)o1 do in these assays?
sdo1 growth: -1.1; Insulin prom inh: -18; sdo1 growth Rescue 24 h: -0.85

What do the screens show for `C(=N\Nc1nc(-c2ccccc2)cs1)/c1ccco1`?
sdo1 growth: -1.1; sdo1 growth Rescue 24 h: -2.3

How did CC(Oc1ccc(Cl)cc1Cl)C(=O)NCCCn1ccnc1 (stereo not drawn) do in these assays?
sdo1 growth: 1.3; Insulin prom inh: 21; sdo1 growth Rescue 24 h: 0.32

Results for Cc1ccc(-c2nnn(CC(=O)N(c3ccc(F)cc3)C(C(=O)NC3CCCC3)c3ccco3)n2)o1 (stereo not drawn) ?
sdo1 growth: -1.7; Insulin prom inh: -38; sdo1 growth Rescue 24 h: -0.94

How did COc1ccc(-c2csc3nc[nH]c(=O)c23)cc1 do in these assays?
Insulin prom inh: 0

How did COc1ccc(C(C#N)Nc2ccccc2OC)cc1 (stereo not drawn) do in these assays?
sdo1 growth: 1.3; Insulin prom inh: -67; sdo1 growth Rescue 24 h: 0.24

How did CC(C)OC(=O)C1C(=O)CC(C)(O)C(C(=O)OC(C)C)C1c1cccc(O)c1 (stereo not drawn) do in these assays?
sdo1 growth: 0.82; Insulin prom inh: 0; sdo1 growth Rescue 24 h: -0.24

How did O=C(Nc1cccc2ccccc12)C12CC3CC(C1)CC(n1cnc([N+](=O)[O-])n1)(C3)C2 do in these assays?
sdo1 growth: 0.08; Insulin prom inh: -25; sdo1 growth Rescue 24 h: -0.26

How did CCCCn1c(NCCN(C)C)nc2c1c(=O)[nH]c(=O)n2C do in these assays?
sdo1 growth: -0.69; Insulin prom inh: 29; sdo1 growth Rescue 24 h: 0.31

These rows are one share of the data. The share of hits here may be higher or lower than overall.
